ERG-DNA inh – inhibitors of human ERG Ets domain-DNA interaction; Potency, µM (top dose mostly 76.9 µM), without a hit: at the top dose FP activity, negative = inhibition, hits mostly inhibitors; P11308; 370,000 tested, 0.028% active; fluorescence polarization, His-ERG Ets domain / labelled DNA; active means well fitted inhibition curve with a large enough effect in the polarisation, with a control signal flat; inconclusive means small, poorly fitted or top-dose-only effect, or effect the other way, or a change in a side signal; inactive means no such curve, though single readings can be large or run the other way; the % refers to the polarisation;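 further: polarization taken with two DNA probes labelled with fluorescein and Texas red; potency means the concentration at half of the fitted maximal effect; % of control where 0% means no effect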
Target sequence (P11308 whole entry, looked up, the tested form may be a part): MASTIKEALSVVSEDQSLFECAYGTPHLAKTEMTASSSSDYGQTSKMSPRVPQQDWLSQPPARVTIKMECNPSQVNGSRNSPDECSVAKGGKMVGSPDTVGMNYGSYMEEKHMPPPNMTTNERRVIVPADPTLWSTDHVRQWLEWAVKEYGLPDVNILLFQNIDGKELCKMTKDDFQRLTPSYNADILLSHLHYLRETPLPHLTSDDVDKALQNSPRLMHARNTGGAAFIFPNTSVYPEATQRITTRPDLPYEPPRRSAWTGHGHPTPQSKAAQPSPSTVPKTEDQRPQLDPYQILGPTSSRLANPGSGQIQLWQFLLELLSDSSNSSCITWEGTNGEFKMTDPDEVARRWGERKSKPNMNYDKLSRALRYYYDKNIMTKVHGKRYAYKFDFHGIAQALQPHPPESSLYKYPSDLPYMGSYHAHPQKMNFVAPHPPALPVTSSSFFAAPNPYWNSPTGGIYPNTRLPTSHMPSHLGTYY
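His-tagged ERG Ets domain (1 uM in the protein solution; 300mM KCl, 50mM Tris-HCl, 1mM EDTA, 1mM DTT, pH 7.5) received compound, then a probe mix of 5 nM fluorescein-DNA and 100nM Texas-615-DNA. Fluorescence polarization was read for both dyes.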
LDHA block – blocks human lactate dehydrogenase A | purified LDHA, NADH/diaphorase-resazurin fluorescence; stronger effect = lower value | activity change, % (values are at about 110 or 230 µM) | P00338 | 480,000 tested, 0.15% active | AID 1347041; in the data active means activity change below about -30%; inconclusive means mostly about -25% to -30%;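 further: plate controls were DMSO wells for no effect and wells without enzyme for full effect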
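LDH5 2 nM; NADH 0.06 mM, pyruvate 0.2 mM; 200 mM Tris pH 7.4, EDTA, Tween-20; 5 min RT. Detection: diaphorase 0.133 mg/mL + resazurin 37 µM, fluorescence ex540/em590 at 0 and 20 min; normalized to enzyme-free and DMSO wells.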
POLB inh – inhibitors of human DNA polymerase beta; P06746; Pol beta primer extension/strand displacement, fluorescence kinetic; Potency, µM (titrated, usually from 114 µM), for inactives: at the top dose activity change, negative = inhibition, most hits filed as inhibitors; 340,000 tested, 1.3% active; AID 485314; further: potency means the concentration at half of the fitted maximal effect; on the % scale 0 is the no-effect control and ±100 the full control effect
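Reaction started by 50 nM substrate onto compound-treated Pol beta (10 nM, 15 min preincubation, room temperature); plates read at 0 min and 10 min. Normalized concentration-effect data fitted by four-parameter Hill equation.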
POLK inh – blocks human DNA polymerase kappa activity; purified Pol kappa, fluorescent DNA synthesis assay, 10 min; 400,000 tested, 0.53% active; Potency, µM (series often up to 107 µM), without a hit: at the top dose activity, negative = inhibition, most hits filed as inhibitors; Q9UBT6; further: potency means the concentration at half of the fitted maximal effect; on the % scale 0 is the no-effect control and ±100 the full control effect
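50 nM final substrate added after 15 min RT preincubation of 10 nM Pol kappa with compound; fluorescence read at 0 and 10 min.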
APE1 inh – APE1 (human) endonuclease inhibition; AID 2517; P27695; 350,000 tested, 0.35% active; recombinant APE1, TAMRA/BHQ-2 abasic DNA cleavage fluorescence; Potency, µM (series often up to 65.8 µM), without a hit: at the top dose activity change, negative = inhibition, usual class: inhibitors;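 further: potency means the concentration at half of the fitted maximal effect; plate controls were vehicle for no effect and reference inhibitor for full effect; nearly all actives have a fitted effect of over 55% in size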
Target sequence (P27695 whole entry, looked up): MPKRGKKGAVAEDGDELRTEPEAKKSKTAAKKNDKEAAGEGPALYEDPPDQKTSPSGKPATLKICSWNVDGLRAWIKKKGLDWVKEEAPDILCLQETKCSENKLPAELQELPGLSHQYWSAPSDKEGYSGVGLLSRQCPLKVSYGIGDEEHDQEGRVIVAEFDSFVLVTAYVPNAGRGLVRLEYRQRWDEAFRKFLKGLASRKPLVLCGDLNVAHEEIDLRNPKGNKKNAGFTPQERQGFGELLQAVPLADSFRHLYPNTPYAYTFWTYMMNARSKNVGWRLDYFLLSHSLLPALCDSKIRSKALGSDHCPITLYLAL
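Endonuclease cleavage of a quenched abasic-site DNA duplex (50 nM) by APE1 (0.75 nM) was tracked by TAMRA dequenching. Compounds were preincubated with enzyme 15 min at room temperature; data normalized to buffer-only and DMSO wells plus NSC13755 control.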
12-LOX inh – inhibitors of human 12S-lipoxygenase ALOX12; purified 12hLO, xylenol orange hydroperoxide absorbance; Potency, µM (titrated, usually from 108 µM), without a hit: top-dose activity change, negative = inhibition, usual class: inhibitors; P18054; 580,000 tested, 1.1% active; AID 1671190; further: potency means the concentration at half of the fitted maximal effect; on the % scale 0 is the no-effect control and ±100 the full control effect
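Hydroperoxide product was detected by ferrous iron/xylenol orange as the 573 to 405 nm absorbance ratio. Arachidonic acid at 40 uM (final) was turned over for 30 min at room temperature by 150 nM human 12hLO, pH 7.0 Hepes buffer, after 15 min compound preincubation.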
Pol eta inh – DNA polymerase eta (human) inhibition. Q9Y253. recombinant Pol eta, fluorescent DNA replication assay. Potency, µM (doses to about 114 µM), inactives show at the top dose activity change, negative = inhibition, actives largely listed as inhibitors. 390,000 tested, 1.2% active; further: potency means the concentration at half of the fitted maximal effect; on the % scale 0 is the no-effect control and ±100 the full control effect
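Fluorescent replication assay: 50 nM final substrate added after a 15 min room-temperature compound preincubation with 10 nM enzyme. Signal taken at 0 min and again at 10 min.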
RGS4 inh – human RGS4 inhibition | Transcreener GDP fluorescence polarization, RGS4-accelerated GTP hydrolysis | Potency, µM (top dose mostly 114 µM), for inactives: top-dose activity change, negative = inhibition, usual class: inhibitors | 390,000 tested, 0.039% active | AID 504845; further: potency means the concentration at half of the fitted maximal effect; on the % scale 0 is the no-effect control and ±100 the full control effect; nearly all actives have a fitted effect of over 75% in size; some results filed as inactive show a strong effect at the top dose
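MLSMR compounds (23 nl, pin-transferred) preincubated 10 min at room temperature with a 500nM (2x) first reagent, then RGS4 at 900nM (2x) plus Transcreener GDP mix added; fluorescence polarization (620/688 nm) read before and after 90 min at 30 °C.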
Apoferritin bind – candidate novel general anesthetic via apoferritin binding | P02791 | apoferritin/1-aminoanthracene competitive binding, fluorescence | Potency, µM (highest dose often 77.5 µM), without a hit: at the highest dose activity change, negative = displacement, hits mostly inhibitors | 350,000 tested, 0.074% active; further: potency means the concentration at half of the fitted maximal effect; on the % scale 0 is the no-effect control and ±100 the full control effect; nearly all actives have a fitted effect of over 20% in size
Target sequence (P02791 2-175 limits assumed): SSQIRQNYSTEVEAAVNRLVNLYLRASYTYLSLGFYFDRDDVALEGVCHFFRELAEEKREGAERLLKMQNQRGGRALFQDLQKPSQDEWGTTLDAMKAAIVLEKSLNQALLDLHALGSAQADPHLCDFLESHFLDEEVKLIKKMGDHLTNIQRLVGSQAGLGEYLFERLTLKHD
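Read-out: endpoint 1-AMA fluorescence, excitation 380 nm and emission 535 nm, after compounds sit 10 min at room temperature with 10 uM horse-spleen apoferritin in 50% saturated 1-AMA/PBS. Values come from four-parameter Hill fits.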
* hit, by the source's call; ? = inconclusive; · = no result given; & = joins results of further samples; [ ] = remark or other dose. Unless noted, the call rests on the fitted dose curve; in most records, active means well fitted curve in the direction sought with a large enough effect; inconclusive means small, poorly fitted or top-dose-only effect, or another doubt; inactive means no such curve, though single readings can be large; an effect the other way counts as inactive or inconclusive.

[1] COc1ccc(-c2cccc(C(=O)Nc3ccc(OC)c(OC)c3)c2)cc1
[2] O=C(NC1CCOCC1)C1CCC(=O)N(Cc2cccc(C(F)(F)F)c2)C1 (centres undefined)
[3] C=CCOc1ccc(CNc2ccc3[nH]c(=O)[nH]c3c2)cc1OC
[4] O=C(CS(=O)(=O)c1ccccc1)c1cc2cc(F)ccc2oc1=O
[5] CCOc1ccccc1NC(=O)COc1coc(CN2CCc3ccccc3C2)cc1=O
[6] O=C(Nc1ccc2nc(-c3ccco3)c(-c3ccco3)nc2c1)N1CCCCCC1
[7] COC(=O)c1cc(Cl)cc(Cl)c1OS(=O)(=O)N(C)C
[8] COc1ccccc1C(=O)OCc1cc(=O)n2nc(-c3cccs3)sc2n1
Compound | 1 | 2 | 3 | 4 | 5 | 6 | 7 | 8
ERG-DNA inh | 0% | 15% | 0% | -5% | -22% | 2% | 5% | -8%
LDHA block | -2 | -4 | 25 | -10 | 3 | 16 | 2 | 3
POLB inh | ? | 0% | ? | 24% | · | 2.2µM* | 1% | 18µM*
POLK inh | -17% | -1% | -26% | -3% | -6% | 7.1µM* | -6% | -43%
APE1 inh | -4% | 15% | ? | 27% | 19% | 3.5µM* | -4% | ·
12-LOX inh | -14% | 0% | -2% | · | -5% | · | 4% | -10%
Pol eta inh | 5% | -7% | -30% | -26% | -2% | 10µM* | -7% | ?
RGS4 inh | 31% | 20%[56.9 µM] | ? | 9% | -1% | ? | -3% | -14%
Apoferritin bind | 33%[activator] | -2% | -4% | -5% | · | -14% | -13% | -18%

[9] Cn1c(SCC(=O)NC2CCCCCC2)nnc1-c1ccco1
[10] CCOc1ccc(N2CC(C(=O)N3CCCCCC3)CC2=O)cc1 (centres undefined)
[11] CC(C)Oc1cccc(C(=O)C2CCCN(S(C)(=O)=O)C2)c1 (centres undefined)
[12] CC(/C=C/c1ccc(O)cc1)=NNc1ccccc1
[13] CCN1CCN(c2ccc(NC(=O)c3ccco3)cc2)CC1
[14] CCN1CCCC1CNC(=O)C1c2cc(OC)c(OC)cc2C(=O)N(C)C1c1cccnc1 (centres undefined)
[15] c1ccc(Nc2nc(CSc3ncn[nH]3)cs2)cc1
[16] CCN1CCN(Cc2ccc(NC(=O)c3ccc(C)c(NC(=O)C4=NN(c5ccccc5)C(=O)C4)c3)cc2C(F)(F)F)CC1
Compound | 9 | 10 | 11 | 12 | 13 | 14 | 15 | 16
ERG-DNA inh | -2% | 3% | -5% | 0% | 12% | -8% | -12% | 14%
LDHA block | -12 | -6 | -1 | 3 | -2 | -2 | -4 | -1&-2
POLB inh | 103% | 5% | 12% | · | 12% | 46% | -14% | -8%
POLK inh | -7% | -4% | 2% | -16% | -12% | -13% | -14% | -4%
APE1 inh | 11% | -1% | 1% | · | 10% | -3% | -2% | -2%
12-LOX inh | 29% | -7% | 0% | ? | 10% | -13% | -4% | ?
Pol eta inh | -19% | 11% | -20% | -7% | -5% | 10% | -25% | -7%&-4%
RGS4 inh | -49% | 27% | -32% | 18% | -13% | 44% | -19% | 15%
Apoferritin bind | -19% | 6% | -14% | · | -9% | -8% | ? | -9%

Three compounds out of the list above, ordered by the value under ERG-DNA inh, smallest number first.
| nr | SMILES | ERG-DNA inh |
| --- | --- | --- |
| 11 | CC(C)Oc1cccc(C(=O)C2CCCN(S(C)(=O)=O)C2)c1 (centres undefined) | -5% |
| 9 | Cn1c(SCC(=O)NC2CCCCCC2)nnc1-c1ccco1 | -2% |
| 16 | CCN1CCN(Cc2ccc(NC(=O)c3ccc(C)c(NC(=O)C4=NN(c5ccccc5)C(=O)C4)c3)cc2C(F)(F)F)CC1 | 14% |

Following part:
[17] CCOC(=O)c1ccc(NC(=O)Cc2coc3cc4c(cc23)CCC4)cc1
[18] Cc1ccccc1OCCNc1cc(N2CCCCC2)ccc1[N+](=O)[O-]
[19] COc1ccc(C)cc1S(=O)(=O)NCCc1ccccc1
[20] NC1=NC(=O)CC(C(=O)NCc2ccccc2)S1 (centres undefined)
[21] CCOc1ccc(N=NC2C(=O)N(C(N)=S)N=C2C)cc1 (centres undefined)
[22] COc1ccc(OC)c(NC(=O)N2CC(C)Oc3ccc(C)cc32)c1 (centres undefined)
[23] Cc1cc(OC(=O)c2c(Cl)cc(Cl)cc2Cl)nc(C)n1
[24] COc1cccc(NC(=O)CCC2CCN(C(=O)c3ccc(C(C)=O)s3)CC2)c1
Compound | 17 | 18 | 19 | 20 | 21 | 22 | 23 | 24
ERG-DNA inh | -5% | -2% | 5% | -9% | 1% | -6% | -4% | -5%
LDHA block | 2 | -2 | 3 | 3 | -1 | 10 | -11 | -11
POLB inh | -10% | 31% | 19% | -1% | 10% | 26% | 17% | -1%
POLK inh | -9%[60.1 µM] | -4% | -14% | 2% | -5% | -9% | -8% | -7%
APE1 inh | -5% | -1% | 14% | -1% | 14% | · | -4% | 45%[activator]
12-LOX inh | -13% | 0% | 10% | ? | 2% | -4% | -15% | 7%
Pol eta inh | -10% | -21% | -8% | -11% | -1% | -13% | -9% | -2%
RGS4 inh | 16%[11.4 µM] | -2% | -22% | -39% | -16% | 17% | 10% | -8%
Apoferritin bind | -19% | ? | -23% | -8% | -19% | -11% | -8% | -4%

[25] Cc1cccc(OCC(=O)OCC(=O)Nc2sccc2C(N)=O)c1
[26] O=C(Nc1ccc(S(=O)(=O)N2CCCCCC2)cc1)c1cc(=O)c2ccccc2o1
[27] Cc1[nH]nc(C(=O)NN=Cc2ccccc2Cl)c1N=NN(C)C
[28] CCOc1cc(C)nc(N2CCC(C(=O)NCC3CCCO3)CC2)n1 (centres undefined)
[29] Cc1c(C)c2c(OCC(=O)NCc3ccco3)cc3c(c2oc1=O)CCC(C)(C)O3
[30] c1ccc2[nH]c(C3CC3)nc2c1
[31] CCN1CCN(CCCNC(=O)c2cnn(-c3ccc(C)cc3)c2C2CCN(C(=O)OC(C)(C)C)CC2)CC1
[32] Cc1nn(CCC(=O)Nc2ccc(Cl)cc2)c(C)c1S(=O)(=O)N1CCCCC1
Compound | 25 | 26 | 27 | 28 | 29 | 30 | 31 | 32
ERG-DNA inh | 9% | -10% | · | 4% | -3% | -4% | -17% | 0%
LDHA block | -4&-1 | -5 | -5 | -1 | 2 | -5 | -7 | -2
POLB inh | · | -12% | · | · | 34% | -17% | -22% | 25%
POLK inh | -10% | -7% | -3% | -3% | 21% | -15% | -4% | -8%[60.1 µM]
APE1 inh | 18% | · | · | · | -15% | -2% | · | ·
12-LOX inh | 18%&1% | 0% | -12% | 1% | 27% | -15% | -8% | -13%
Pol eta inh | -4% | -17% | ? | -18% | -11% | -12% | -14% | -5%
RGS4 inh | -20% | -11% | ? | 13% | -13% | 14% | -6% | 13%
Apoferritin bind | · | ? | · | · | -4% | -5% | 3% | 8%

Entries by screen from the entries so far:
Compounds 1 to 9 in Apoferritin bind: 33%[activator], -2%, -4%, -5%, ·, -14%, -13%, -18%, -19%
Compounds 1 to 9 in RGS4 inh: 31%, 20%[56.9 µM], ?, 9%, -1%, ?, -3%, -14%, -49%
Compounds 1 to 9 in 12-LOX inh: -14%, 0%, -2%, ·, -5%, ·, 4%, -10%, 29%

Remaining list, next part.
[33] O=c1[nH]c2ccc(Cl)cc2c(-c2ccccc2)c1N1CCN(c2ccccn2)CC1
[34] COc1ccc(NC(=O)c2cccc(OS(=O)(=O)N(C)C)c2)cc1
[35] Cc1ccc(N/N=C/c2ccc3c(c2)OCCO3)cc1Cl
[36] CCC(C)[C@@H](C(=O)N1CCNCC1)n1cc(CCCN=C(N)N)nn1 (some centres undefined)
[37] CN(CC(=O)N1CCN(c2ccccn2)CC1)S(=O)(=O)c1ccc(Cl)cc1
[38] Cc1ccccc1C(=O)c1cccn1CC(=O)N1CCCCC1
[39] CCCOc1ccc(NCC(=O)Nc2ccc(C)cc2C)cc1
[40] CCOc1ccccc1N(CC(=O)Nc1cc(OC)ccc1OC)S(C)(=O)=O
[41] CCCN=Cc1sc2ccc(OCC)cc2c1O
[42] O=S(=O)(c1cccc(S(=O)(=O)N2CCOCC2)c1)N1CCCCC1
[43] COc1ccc(CCNS(=O)(=O)c2cn(C)nc2C)cc1
Compound | 33 | 34 | 35 | 36 | 37 | 38 | 39 | 40 | 41 | 42 | 43
ERG-DNA inh | 6% | -8% | 6% | -5% | 6% | 16% | -3% | 3% | · | -11% | -8%
LDHA block | -5 | -9 | 0 | -6 | -4 | -5 | 3 | -10 | -4 | -7 | -10
POLB inh | 14% | 6% | 3% | 1% | 2% | 11% | -16% | -18% | 8% | 0% | 23%
POLK inh | -9% | 4% | 2% | -4% | 1% | -2% | 2% | -1% | -10% | -8% | 3%
APE1 inh | -3% | 1% | 4% | 17% | -7% | -5% | 7% | -1% | ? | -1% | 1%
12-LOX inh | 0% | -13% | ? | -26% | -21% | -2% | ? | 0% | ? | -1% | 11%
Pol eta inh | -4% | -7% | -15% | -8% | -16% | 3% | -17% | -17% | -12% | 9% | -3%
RGS4 inh | 6% | 5% | -26% | -1% | -3% | -1% | -37% | -22% | -3% | 31% | 20%
Apoferritin bind | -7% | -3% | 3% | 0% | -3% | 2% | -13% | -1% | -14% | -12% | 7%

A portion of the library (hit frequency here may not be typical).
